# CHT PAM: CHT positive allosteric modulators, primary screen, cell-based, membrane potential dye, choline EC20. 0.49% of 310,000 active. CHT-expressing cells; stronger effect = higher value; LV-AA mutant CHT in HEK293 cells. AID 488977, 2010. B-score at 10 µM. High affinity choline transporter 1 (Homo sapiens), Q9GZV3;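 active means initial fluorescence not abnormally high and integrated response B-score, plate-corrected, over 3 SD above library mean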
# Target sequence (Q9GZV3 whole entry, looked up): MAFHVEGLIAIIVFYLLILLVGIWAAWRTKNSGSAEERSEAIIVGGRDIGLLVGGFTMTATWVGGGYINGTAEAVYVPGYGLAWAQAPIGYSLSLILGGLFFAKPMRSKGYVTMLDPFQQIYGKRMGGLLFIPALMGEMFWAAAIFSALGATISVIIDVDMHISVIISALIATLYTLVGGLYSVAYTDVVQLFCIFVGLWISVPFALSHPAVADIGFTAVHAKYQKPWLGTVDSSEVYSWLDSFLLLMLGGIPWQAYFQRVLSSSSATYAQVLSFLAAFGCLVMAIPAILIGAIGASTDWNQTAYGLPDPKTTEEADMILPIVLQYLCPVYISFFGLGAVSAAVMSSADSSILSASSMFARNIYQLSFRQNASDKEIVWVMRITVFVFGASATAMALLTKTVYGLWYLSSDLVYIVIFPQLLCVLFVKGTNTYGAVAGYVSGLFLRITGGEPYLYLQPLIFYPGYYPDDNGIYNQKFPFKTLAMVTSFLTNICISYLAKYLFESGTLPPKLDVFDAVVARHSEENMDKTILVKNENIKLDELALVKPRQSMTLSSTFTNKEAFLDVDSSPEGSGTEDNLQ
# OX1R antagonist: OX1R (HCRTR1) antagonists, primary screen, fluorescence, CHO/OX1R cells, Fluo-8 calcium, orexin A. Fluo-8 calcium fluorescence. inhibition, % at 5 µM. 0.43% of 330,000 active. AID 434989, 2010;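 active means inhibition above its plate's threshold, mean inhibition of all tested compounds on the plate plus 3 SD, cut at about 37% in these data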;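 further: 0% = orexin A challenge wells and 100% = SB-334867-A antagonist wells; not every result past the cut was called active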
# Target sequence (O43613 whole entry, looked up): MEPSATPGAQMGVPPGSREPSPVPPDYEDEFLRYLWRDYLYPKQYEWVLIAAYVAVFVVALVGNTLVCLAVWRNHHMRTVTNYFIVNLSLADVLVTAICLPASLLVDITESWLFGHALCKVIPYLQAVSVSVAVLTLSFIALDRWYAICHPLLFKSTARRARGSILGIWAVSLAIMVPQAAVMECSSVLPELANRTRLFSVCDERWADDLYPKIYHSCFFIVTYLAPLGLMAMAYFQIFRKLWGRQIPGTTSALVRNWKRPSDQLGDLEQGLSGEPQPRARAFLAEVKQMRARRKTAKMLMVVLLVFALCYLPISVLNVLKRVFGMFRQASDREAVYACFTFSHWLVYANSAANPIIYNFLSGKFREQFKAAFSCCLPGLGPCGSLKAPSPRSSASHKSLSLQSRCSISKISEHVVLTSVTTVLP
# * hit, by the source's call; i = inactive; / = not tested or not shown. Compounds were not picked by outcome; 0.83% or so of the library scored in one or more.
Structure	CHT PAM	OX1R antagonist
COc1ccccc1NC(=O)c1ccc(NC(=O)COC(=O)c2ccc(O)cc2)cc1	/	-13
Cc1ccc(N(CCCCN2C(=O)c3ccccc3C2=O)C(=O)c2cccs2)cc1	i	-24
CCOC(=O)NN1C(=O)c2ccccc2NC1c1cccs1 (configuration not stated)	i	-6
CCc1ccccc1OCC(=O)Nc1cccc(S(=O)(=O)NC2=NCCC2)c1	/	-10
Cn1c(SCC(=O)NC2CCCCC2)nnc1-c1ccncc1	i	-9
COc1ccc(OC)c(C2C(C(=O)c3ccco3)=C(O)C(=O)N2CCN2CCOCC2)c1 (configuration not stated)	i	-4
CCCCc1c(C)nc2ccccc2c1SCCC#N	i	-34
Cc1ccc(O)c(-c2[nH]ncc2C(=O)c2ccc(Cl)cc2)c1	i	-5
Cc1ccccc1CSc1nnc(-c2cccs2)n1Cc1ccco1	i	8
CCCn1c(SCC(=O)Nc2cc(S(=O)(=O)N3CCCCC3)ccc2C)n[nH]c1=O	/	-5
COc1ccccc1N1C(=O)S/C(=C\c2cc(C)n(C)c2C)C1=O	i	-9
COc1ccc(Cl)cc1N(C(C)=O)c1nc(C)cc(C)c1C#N	i	-7
CCN(CC)CC(=O)N1c2ccccc2Oc2c(c(=O)n(C)c(=O)n2C)C1c1cccc([N+](=O)[O-])c1 (configuration not stated)	i	-28
COC(=O)c1ccc(NC(=O)CSc2nc(=O)n3cccc(C)c3n2)cc1	i	-29
COc1cccc(-c2ccc(-c3noc(-c4cccs4)n3)c(OC)n2)c1	i	-20
CCNS(=O)(=O)c1ccc(CCC(=O)Nc2ccccc2C(=O)OC)cc1	i	-13
CC(=O)Nc1ccc(S(=O)(=O)NCC2CCC(C(=O)N3CCCCC3)CC2)cc1 (configuration not stated)	i	-9
O=C(O)CCCNc1c(C(=O)Nc2ccc(Cl)cc2)cc([N+](=O)[O-])cc1[N+](=O)[O-]	i	-5
Cc1cc(NS(=O)(=O)c2ccc(NC(=O)C(c3ccccc3)c3ccccc3)cc2)no1	i	-24
Cc1nc2nc(SCC(=O)NCCCN3CCCCCC3)nn2c(C)c1Cc1ccccc1	i	-2
Cc1cc2nc(C3CCN(C(=S)NCC(C)C)CC3)[nH]c2cc1C	i	-19
CCOC(=O)c1ccc(N2C(=O)C3CCOc4ccccc4C32)cc1 (configuration not stated)	/	-13
CCCN(CCC)CCCNC(=O)c1ccc(CS(=O)(=O)c2c(Cl)cccc2Cl)o1	i	-20
COc1ccccc1C(=O)NCCC(=O)N(C)Cc1ccc(C)o1	i	-20
CCOc1cccc2c1OC1(C)CC2NC(=O)N1c1cccc(Cl)c1 (configuration not stated)	i	-8
Cc1ccccc1NC(=O)c1ccc([N+](=O)[O-])o1	i	-4
Cc1cc(C)nc(SCC(=O)OCC(=O)Nc2ccccc2)n1	i	10
CCOc1[nH]n(-c2ccccc2)c(=O)c1C=Nc1ccc(OC)cc1	i	-28
C[C@]12CC[C@H](O)CC1=CCC1C2CC[C@@]2(C)C1CC[C@@H]2NC(=O)[C@@H](N)Cc1ccccc1 (some centres not stated)	/	-10
CC(C)C(=O)NNC(=O)CSc1nc(C2CCCCC2)nc2ccccc12	i	-10

# Shown with two lines to a compound: part of the list above
# Every second line gives: CHT PAM, OX1R antagonist
COc1ccc(Cl)cc1N(C(C)=O)c1nc(C)cc(C)c1C#N
  i, -7
CCN(CC)CC(=O)N1c2ccccc2Oc2c(c(=O)n(C)c(=O)n2C)C1c1cccc([N+](=O)[O-])c1 (configuration not stated)
  i, -28

# The list goes on.
Structure	CHT PAM	OX1R antagonist
Cc1nc(N2CCN(c3ccccn3)CC2)c2c(C)c(C(=O)Nc3ccc(Br)cc3C)sc2n1	i	-27
CCCCNc1ccccc1C(=O)OCC(=O)Nc1ccc(S(N)(=O)=O)cc1	i	0
O=C(NCc1ccccc1)Nc1cccn(Cc2ccc(Cl)cc2)c1=O	i	-17
O=C(c1cccc(F)c1)N1CCN(c2ccc([N+](=O)[O-])c(N3CCOCC3)c2)CC1	i	-29
Cn1cc([N+](=O)[O-])c(C(=O)Nc2ccc(Br)cn2)n1	i	-17
Cc1ccc(C(=O)N[C@H](C(=O)OCc2cc(=O)oc3cc(C)ccc23)C(C)C)cc1	i	-26
COc1ccc(Cl)cc1NC(=O)C(OC)c1ccccc1 (configuration not stated)	i	-15
CCOCC(=O)Nc1nc2ccccc2s1	i	-12
Cc1cccc(-c2nc(CS(=O)CC(=O)NCCc3ccc(Cl)cc3)c(C)o2)c1 (configuration not stated)	i	-34
NS(=O)(=O)c1ccc(N2C(=O)C3CC=CCC3C2=O)cc1 (configuration not stated)	i	-1
CCOC(=O)c1c(P(=O)(N2CCOCC2)N2CCOCC2)noc1N	i	-8
COc1ccc(C(=O)NCCSCc2ccc(Cl)cc2)cc1OC	i	-9
Cc1cccnc1NC(=O)CCNC(=O)c1ccc(Cl)cc1	i	0
O=c1c([N+](=O)[O-])c(N2CCCC2)c2ccccc2n1-c1ccccc1	i	-8
CC(CC(=O)Nc1ccc(F)c([N+](=O)[O-])c1)c1ccccc1 (configuration not stated)	i	-2
Cc1cc(C(=O)N/N=C/c2c(CO)cnc(C)c2O)c2ccccc2n1	i	-26
CCOc1cc(CN2CCC(CO)(Cc3cccc(C(F)(F)F)c3)CC2)ccc1OC	i	-34
CCC(c1nnnn1C1CCCC1)N1CCC(C(N)=O)CC1 (configuration not stated)	i	-5
O=[N+]([O-])c1ccccc1SNc1ccccn1	i	-31
COc1ccc(C(=O)c2c3ccc(C(F)(F)F)cc3[n+]([O-])n2CCCN)cc1	i	-19
O=C(Nc1ccccc1)N1CCN(c2cccc(C(F)(F)F)c2)CC1	i	1
O=C(NCCN1CCCC1)c1cccc(Cl)c1	i	0
CC1=CC(C)(C)Nc2ccc(OC(=O)C(Cc3ccccc3)N3C(=O)c4ccccc4C3=O)cc21 (configuration not stated)	i	-24
COc1ccc(CCNC(=S)N2CCN(S(=O)(=O)c3ccccc3)CC2)cc1	i	-5
COc1ccc(NC(=O)CC2SC(=NCC3CCCO3)NC2=O)cc1 (configuration not stated)	i	-11
COc1ccc(NC(=O)c2cc(-c3ccncc3)nc3ccccc23)c(OC)c1	/	-34
Cc1ccc(C2CC(c3cccs3)=NN2C(=O)CSC2=NCCS2)cc1 (configuration not stated)	i	-38
COc1c(F)c(F)c(-c2csc(N)n2)c(F)c1F	i	-27
O=C(Cc1ccccc1)Nc1c(C(=O)N2CCCCCC2)cnn1-c1ccccc1	i	-30
Cc1ccc2nsnc2c1NC(=O)CCl	i	-9
Clc1ccc(OCc2nnc3n2CCCCC3)c(Cl)c1	i	-18
O=S(=O)(c1cnc[nH]1)N1CCN(c2ccccc2)CC1	i	4
O=C(CCCc1ccccc1)Nc1ccc(Br)cc1F	i	8
CCn1cc(C(=O)NCc2cccs2)c(=O)c2cc(S(=O)(=O)N3CCOCC3)ccc21	i	-17
Nc1c(N(Cc2ccccc2)C(=O)COc2ccc(F)cc2Cl)c(=O)[nH]c(=O)n1Cc1ccccc1	/	2
C[C@H]1CN([C@@H](C)CO)C(=O)Cc2cc(NC(=O)Cc3ccccc3)ccc2O[C@H]1CN(C)C(=O)Nc1cccc2ccccc12	/	-40
CCOC(=O)C1CCN(C(=O)Cn2c(=O)oc3cc(S(=O)(=O)N4CCCC4)ccc32)CC1	i	-6
COc1ccc(C(=O)C2CCCN(C3Cc4ccccc4C3)C2)cc1OC (configuration not stated)	i	-35
COc1ccc(CNC(=O)Cn2cc([N+](=O)[O-])cn2)cc1	i	-6
COc1ccc(NC(=O)CN2CCN(S(=O)(=O)c3ccc(Cl)cc3)CC2)cc1	i	-1
CCn1c(SCc2ccc([N+](=O)[O-])cc2)nnc1C(C)NC(=O)c1ccccc1Br (configuration not stated)	i	-23
O=C(Nc1cc(S(=O)(=O)N2CCCCC2)ccc1Oc1ccccc1)C1=COCCO1	i	-20
CN(C)/N=C1\C(=O)N(CN2CCN(c3ccccc3)CC2)c2ccccc21	/	-4
Cc1ccc(C(=O)NNC(=O)c2ccc(-n3cncn3)c([N+](=O)[O-])c2)cc1	i	-20
O=C(CN1C(=O)c2ccccc2S1(=O)=O)NC1CCCCC1	i	3
COc1cc(OC)cc(-c2cc3nc(C)c(CCC(=O)NC(C)CCc4ccco4)c(C)n3n2)c1 (configuration not stated)	i	-35
CC1CCN(C(=O)Cn2c(=O)n(Cc3ccco3)c(=O)c3sccc32)CC1	i	-18
CCOC(=O)c1cnn(-c2ccc(C(C)C)cc2)c1NC(=O)C1CCC1	i	-29
CSc1nsc(/C=C/Nc2ccc(Cl)cc2)c1C#N	i	-3
Cc1nnc(NC(=O)NC(C)N2C(=O)C3C4C=CC(C4)C3C2=O)s1 (configuration not stated)	i	-20
CCCn1c(C)cc(/C=C(\C#N)C(=O)OCC(=O)Nc2cccc(OC)c2)c1C	i	-13
O=C(CCCn1c(=O)c2ccccc2n(Cc2cccc(F)c2)c1=O)NC1CCN(Cc2ccccc2)CC1	i	-29
O=C(COC(=O)c1ccc(Cl)nc1)c1ccc2c(c1)OCCO2	i	-23
COc1ccccc1OCC(=O)N(Cc1nc(-c2ccccc2)no1)C(C)C	i	10
COc1cc(C(N)=O)cc(Br)c1OC	i	-7
NC(=O)CC(NC(=O)Cc1ccc(Cl)cc1)c1ccc(N2CCN(c3ccccn3)CC2)c([N+](=O)[O-])c1 (configuration not stated)	i	4
COc1ccc(CCNC(=O)COC(=O)c2ccc[nH]c2=O)cc1	i	8
COc1ccc(C2c3ccc4ccccc4c3Oc3ncn4nc(Cc5ccccc5)nc4c32)cc1OC (configuration not stated)	i	-21
Cc1ccc2nc(-c3cccc(S(=O)(=O)N(C)C)c3)cn2c1	i	-32
Cc1ccc(CN(C)C(=O)COc2ccc(S(=O)(=O)N3CCCC3)cc2[N+](=O)[O-])c(C)c1	/	-15

# Other structures:
smiles	CHT PAM	OX1R antagonist
CCOc1ccccc1NS(=O)(=O)c1ccc(Br)s1	i	-19
CC(OC(=O)c1ccc(NS(=O)(=O)c2ccc3[nH]c(=O)[nH]c3c2)cc1)C(N)=O (configuration not stated)	i	-2
CN1C(=O)C(O)(CC(=O)c2ccc3c(c2)OCO3)c2ccccc21 (configuration not stated)	i	0
CCn1c(SCC(=O)Nc2nccs2)nnc1-c1ccc(S(=O)(=O)N2CCCCCC2)cc1	i	-10
O=S1(=O)CCN(Cc2ccc(F)cc2)CC1	i	-10
CC(C)NC(=O)c1ccc(-c2ccccc2C(F)(F)F)o1	i	-8
O=C(Cc1ccc(F)cc1)N/N=C/c1ccccn1	i	-3
Cn1nccc1CNC(=O)c1ccnn1C	i	12
CC(C)c1ccc(/C=C2\SC(N3CCCC3)=NC2=O)cc1	i	-28
CCSc1ccc(/C(N)=N/OC(=O)c2cccs2)cn1	i	-2
COc1ccc(-c2cc(C(=O)NCc3ccccc3)no2)cc1OC	i	-14
COc1ccc2c(c1)Cc1sc(NC(C)=O)nc1-2	i	-13
Cc1ccc(OCc2cc(C(=O)N(C)CCc3ccccn3)no2)cc1C	i	-23
CCC(C)c1ccc(NC(=O)COC(=O)CCNS(=O)(=O)c2cccs2)cc1 (configuration not stated)	/	3
CCNC(=O)CN(c1ccc(C)cc1)S(=O)(=O)c1ccccc1	i	-14
Nc1cccc(C(=O)NCCNC(=O)c2cccc(N)c2)c1	i	-6
Cc1cc(C)n2nc(N)c(N=Nc3ccc4c(c3)OCO4)c2n1	i	-3
CCN(C(=O)COc1ccccc1[N+](=O)[O-])C1CCS(=O)(=O)C1 (configuration not stated)	i	-13
C=CCn1c(SCC(=O)Nc2ccc(NC(C)=O)cc2)nc2sc(C)c(C)c2c1=O	/	-12
O=C(COC(=O)c1ncc(Cl)c(Cl)c1Cl)NC1CCCCCC1	i	-18
CCOC(=O)c1[nH]c2ccc(C(=O)OC)cc2c1C(=O)OCC	i	-49
Cc1ccc(C(C(=O)NC2CCCCC2)N(C(=O)c2csnn2)C2CCCC2)o1 (configuration not stated)	i	-20
COc1cc2c(cc1OC)CN(C(=O)c1ccccc1C(=O)O)CC2	i	-23
COC(=O)c1ccc(CN2C(=O)c3ccccc3C2=O)o1	i	-4
CCOC(=O)Cc1nn(Cc2nc(-c3ccc(C#N)cc3)cs2)c(=O)c2ccccc12	i	-21

# Grouped by structure, those above with bromine.
smiles	CHT PAM	OX1R antagonist
Cc1nc(N2CCN(c3ccccn3)CC2)c2c(C)c(C(=O)Nc3ccc(Br)cc3C)sc2n1	i	-27
Cn1cc([N+](=O)[O-])c(C(=O)Nc2ccc(Br)cn2)n1	i	-17
O=C(CCCc1ccccc1)Nc1ccc(Br)cc1F	i	8
CCn1c(SCc2ccc([N+](=O)[O-])cc2)nnc1C(C)NC(=O)c1ccccc1Br (configuration not stated)	i	-23
COc1cc(C(N)=O)cc(Br)c1OC	i	-7
CCOc1ccccc1NS(=O)(=O)c1ccc(Br)s1	i	-19

# Further compounds:
smiles	CHT PAM	OX1R antagonist
CS(=O)(=O)N(CC(=O)N1CCOCC1)c1cccc(Cl)c1Cl	i	-8
COc1cc(/C=N/NC(=S)NC(C)C)ccc1OCC(=O)Nc1c(C)cc(C)cc1C	i	-19
O=C(CS(=O)(=O)c1cn(Cc2ccc(F)cc2)c2ccccc12)N1CCOCC1	i	-24
O=C(Nc1cc(Cl)ccc1C(=O)O)c1ccc(CN2C(=O)c3ccccc3C2=O)cc1	i	0
O=C(CN1CC[n+]2c(-c3ccccc3)csc21)c1ccc(Br)cc1	i	-4
